Screening results (PubChem BioAssay)
MCL1-BIM inh = inhibitors of human MCL1 binding to BIM-BH3 peptide. actives 0.68% (n = 320,000). inhibition, % at 10.9 µM. AID 2057. GST-MCL1 / FITC-Bim-BH3 fluorescence polarization. Q07820;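 active means inhibition above the mean inhibition of all tested compounds plus 3 SD, set per campaign, cut at about 40% in these data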;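 further: 0% = DMSO wells and 100% = unlabeled Bim-BH3 peptide control; higher means more loss of mP so more displacement of Bim peptide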
GLD-1 RNA inh = GLD-1-TGE RNA interaction inhibition (C. elegans); Q17339; purified GLD-1 + fluorescein TGE RNA, fluorescence polarization; inhibition, % at 5.96 µM; actives 0.44% (n = 320,000);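 active means percent inhibition above a per-plate cutoff, the plate mean of test compounds plus 3 SD, cut at about 30% in these data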;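 further: 0% = DMSO wells with GLD-1 and probe and 100% = wells lacking GLD-1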
Target sequence (Q17339 whole entry, looked up): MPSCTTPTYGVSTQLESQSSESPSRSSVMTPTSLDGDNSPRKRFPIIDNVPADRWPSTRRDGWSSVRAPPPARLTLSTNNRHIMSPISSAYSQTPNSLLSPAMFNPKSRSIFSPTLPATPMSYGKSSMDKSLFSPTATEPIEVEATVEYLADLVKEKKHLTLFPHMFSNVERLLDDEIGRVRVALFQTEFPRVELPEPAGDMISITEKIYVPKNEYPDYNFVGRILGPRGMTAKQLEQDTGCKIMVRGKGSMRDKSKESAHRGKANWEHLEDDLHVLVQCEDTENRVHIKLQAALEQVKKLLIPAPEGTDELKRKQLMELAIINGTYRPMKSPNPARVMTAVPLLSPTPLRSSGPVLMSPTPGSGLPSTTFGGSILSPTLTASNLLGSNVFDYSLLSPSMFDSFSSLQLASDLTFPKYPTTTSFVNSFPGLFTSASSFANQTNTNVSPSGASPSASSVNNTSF
AHR activator = human AHR activation; P35869; AHR-responsive luciferase reporter cells, luminescence; activation, % at 5 µM; actives 2.5% (n = 320,000); in the data active means activation above about 47%;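 further: 0% = vehicle wells and 100% = reference agonist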
MEX-5 binding = C. elegans MEX-5 TCR-2 RNA binding activity; Q9XUB2; MEX-5/FITC-TCR2 RNA binding, fluorescence polarization; stronger effect = lower value; activity score (negative = inhibition of binding), % at 10 µM; actives 0.38% (n = 300,000); AID 1832;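 active means inhibition past about -25% in most replicates, and total fluorescence under double the plate's negative control median, limit read from the data; inconclusive means replicates evenly split on the limit, or fluorescence at least double controls; inactive means too little inhibition in most replicates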;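 further: 0% = DMSO and -100% = 5 µM competing unlabeled TCR2 RNA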
Target sequence (Q9XUB2 whole entry, looked up): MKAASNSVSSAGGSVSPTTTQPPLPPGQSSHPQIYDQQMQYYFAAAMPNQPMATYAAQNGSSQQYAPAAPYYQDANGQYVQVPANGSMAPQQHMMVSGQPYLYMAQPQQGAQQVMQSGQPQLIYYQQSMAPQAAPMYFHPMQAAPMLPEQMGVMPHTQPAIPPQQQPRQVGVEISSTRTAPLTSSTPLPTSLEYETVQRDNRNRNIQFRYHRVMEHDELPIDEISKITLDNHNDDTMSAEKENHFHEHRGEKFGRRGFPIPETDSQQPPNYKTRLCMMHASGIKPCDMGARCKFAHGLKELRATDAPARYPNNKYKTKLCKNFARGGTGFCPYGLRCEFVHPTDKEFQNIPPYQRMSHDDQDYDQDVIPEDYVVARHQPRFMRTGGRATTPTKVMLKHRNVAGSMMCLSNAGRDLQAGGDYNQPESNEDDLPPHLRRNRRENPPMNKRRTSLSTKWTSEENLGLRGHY
PME-1 inh = PME-1 (human) inhibition; actives 0.53% (n = 320,000); Q9Y570; recombinant PME-1, FP-Rh probe fluorescence polarization; inhibition, % at 5.9 µM; AID 2130;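 active means inhibition above the campaign mean of all compounds plus 3 SD, cut at about 26% in these data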;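 further: competitive labeling of PME-1 active site by serine hydrolase directed probe; 0% = PME-1 with DMSO and 100% = wells lacking PME-1 enzyme; inhibitors block probe labeling so polarization falls and inhibition rises; many of its hits are not listed in these tables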
pPAFAH inh = inhibitors of human plasma PAF acetylhydrolase (pPAFAH); AID 463082; Q13093; inhibition, % at 3.39 µM; recombinant pPAFAH, FP-rhodamine probe fluorescence polarization; actives 1.5% (n = 330,000);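 active means inhibition above the mean inhibition across the screen plus 3 SD, cut at about 25% in these data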;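 further: inhibitors block binding of the rhodamine activity-based probe so polarization drops; 0% = enzyme with DMSO and 100% = wells lacking pPAFAH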
PAFAH1B2 FP inh = blocks human PAF acetylhydrolase 1b catalytic subunit 2; P68402; recombinant PAFAH1B2, FP-rhodamine activity probe, fluorescence polarization; inhibition, % at 3.39 µM; actives 1.2% (n = 340,000);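 active means inhibition above the mean of all tested compounds plus 3 SD, cut at about 24% in these data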;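 further: 0% = enzyme with DMSO and 100% = wells lacking PAFAH1B2; many of its hits are not listed in these tables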
Fam108B inh = blocks mouse Fam108B hydrolase in RBBP9 counter-screen; recombinant Fam108B, FP-Rh probe fluorescence polarization; inhibition, % at 9.51 µM; actives 0.33% (n = 300,000); AID 1947;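 active means inhibition above the screen mean inhibition plus 3 SD, computed separately per campaign, cut at about 18% in these data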;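 further: inhibitors lower polarization as less probe binds the enzyme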
Bcl-xL primary = Bcl-xL (human) inhibition; Q07817; GST-Bcl-xL / FITC-Bim BH3 peptide fluorescence polarization; inhibition, % at 10.9 µM; actives 0.7% (n = 320,000); AID 2129;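 active means inhibition above the mean of all tested compounds plus 3 SD, cutoff set per campaign, cut at about 30% in these data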;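 further: 0% = DMSO wells and 100% = unlabeled Bim-BH3 peptide competitor; inhibitors lower millipolarization by displacing the labeled peptide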
* = called active by the depositor; u = inconclusive; x = not tested or not shown. Only part of the results is shown; count on the stated rates, not on these rows.

SMILES	MCL1-BIM inh	GLD-1 RNA inh	AHR activator	MEX-5 binding	PME-1 inh	pPAFAH inh	PAFAH1B2 FP inh	Fam108B inh	Bcl-xL primary
CCN(CC)P(=O)(c1nccn1C)N(CC)CC	5	-1	1	0.5	2	1	5	3	8
CC(C)c1ccc(N2C(=O)CC(=O)NC2=O)cc1	-15	-20	2	5.9	2	13	6	-7	-20
Cc1cccc(-n2c(C)nc3ccccc3c2=O)n1	4	-8	12	-0.7	0	3	4	2	2
O=c1[nH]c(=O)n(Cc2ccco2)c(O)c1C=NCCN1CCNCC1	7	-5	-1	6.5	-3	6	4	0	1
COc1ccc(OC)c(N=Cc2c(O)n(Cc3ccccc3)c(=S)[nH]c2=O)c1	-11	-5	2	-47*	4	6	10	-2	-5
CCCCn1c(O)c(C(CC)=NCCN2CCOCC2)c(=O)[nH]c1=O	5	6	-3	-1.4	-6	3	5	-6	1
COc1ccc(CNCC(=O)N2CCC3(CC2)OCCO3)cc1	8	1	0	-0.7	1	2	5	3	0
COc1cc(OC)cc(-n2nc(C(=O)N3CCC4(CC3)OCCO4)c3ccccc3c2=O)c1	1	-2	2	x	-1	3	-4	0	1
O=P(Nc1ccccc1Cl)(c1ccccc1)c1nc2c(s1)CCCC2 (stereo not given)	2	-2	2	0.8	2	-2	2	5	4
O=C1CCN(C(=O)C(Cl)Cl)N1	12	4	-3	-1.0	-3	8	-1	2	1
c1cc2c(cc1[C@H]1OCC3C1CO[C@@H]3c1ccc3c(c1)OCO3)OCO2 (stereo not given in full)	x	-6	-4	x	x	8	2	x	x
CN1C(=O)/C(=C\c2ccc(N3CCCCC3)o2)C(=O)NC1=S	-128	-103	6	2.4	-6	0	-13	-13	-72
COc1ccc2oc3c(c2c1)NC(=O)CN=C3c1ccccc1	0	1	13	-2.7	5	5	3	-7	5
O=C(Cc1ccc(Br)cc1)N1CCN(Cc2ccccc2)CC1	3	2	8	-1.6	3	-2	5	0	8
CC(C)n1c(=O)c(C=Nc2ccc(F)cc2)c(O)n(Cc2ccco2)c1=O	-1	-8	-9	-0.6	9	1	2	0	0
Cn1c(O)c(C=NCCN2CCNCC2)c(=O)n(C)c1=O	2	3	0	-0.7	-7	2	2	-1	0
COc1ccc(C2=NS(=O)(=O)N(C)C(C(=O)N3CCC4(CC3)OCCO4)=C2)cc1OC	1	-1	4	-5.0	3	4	3	-3	6
O=C(O)C12C3CCCC1C32c1ccccc1 (stereo not given)	0	-2	-4	0.4	-2	2	21	-1	3
FC(F)(F)C1=NC(C(F)(F)F)=NP(N2CCOCC2)(N2CCOCC2)=N1	-5	-2	3	-0.3	-10	-8	6	3	0
O=C(CN1CCN(Cc2cccc(Cl)c2)C1=O)N1CCC2(CC1)OCCO2	3	6	0	-0.7	3	11	1	2	9
CN1CCCC1C(O)(c1ccccc1)c1ccccc1 (stereo not given)	2	0	-2	-2.5	-3	2	-1	4	0
COC(=O)c1ccc(N2CCN(C)CC2)c([N+](=O)[O-])c1	6	1	0	-0.9	2	0	6	2	6
O=c1[nH]c(=S)n(-c2ccc(F)cc2)c(O)c1/C=N/N1CCOCC1	-10	2	3	0.5	-4	-6	4	-2	-6
CCOc1ccccc1N=C1SCCCN1C	-15	0	-2	-0.6	-2	4	2	-2	-10
NC(=O)c1ccc(C(=O)Nc2ccc([As](=O)(O)O)cc2)cc1	1	1	-2	1.5	-5	3	x	0	0
Cc1ccc2c(c1)N(C(=O)CCC(=O)N1CCC3(CC1)OCCO3)CCO2	8	8	1	0.0	2	10	3	-1	4
Cc1ccc(N2C(=O)NC(=O)/C(=C\C=C\c3ccco3)C2=O)cc1	-27	-21	3	-1.7	-10	15	1	0	-2
CCOc1ccc2nc(N3CCC(C(=O)N4CCC5(CC4)OCCO5)CC3)sc2c1	0	-2	9	-1.4	-3	10	-4	1	5
COCCNC(=O)Cn1cc(C=C2C(=O)NC(=O)NC2=O)c2ccccc21	-13	-14	7	u	-4	-4	9	5	0
NCCCC(=O)OC1N=C(c2ccccc2Cl)c2cc(Br)ccc2NC1=O (stereo not given)	6	4	1	0.8	0	0	3	0	2
COC(=O)C1=C(c2cc3ccccc3o2)C[C@@H]2CC[C@H]1N2C(=O)NCCNC(C)=O	0	5	1	2.5	-2	3	2	-6	2
O=C1CC(N2CCC(n3c(=O)[nH]c4ccccc43)CC2)C(=O)N1Cc1ccccc1 (stereo not given)	2	5	-1	-3.3	-9	17	2	-2	9
Fc1ccc(CCNCc2cccc(Cl)c2)cc1	1	2	-1	-0.6	-2	3	-1	-4	4
COC(=O)CN1C(=O)C2(C(C(=O)OC)=C(N)Oc3ccccc32)C2=C1CC(C)(C)CC2=O (stereo not given)	-2	-4	2	0.2	-3	1	1	1	5
O=c1[nH]c(=S)[nH]c(O)c1N=Nc1cccc(S(=O)(=O)N2CCOCC2)c1	13	1	-1	-2.9	3	6	-3	4	10
Clc1ccccc1CN1CCN(c2ccccc2Cl)CC1	-1	1	0	1.5	-4	0	3	1	0
CCCCc1nc2ccccc2c(=O)n1-c1ccc(O)cc1	3	-11	3	0.0	0	1	2	4	0
COc1cc([C@H]2OC[C@H]3[C@@H]2CO[C@@H]3c2cc(OC)c(O[C@@H]3O[C@H](CO)[C@@H](O)[C@H](O)[C@H]3O)c(OC)c2)cc(OC)c1O[C@H]1O[C@@H](CO)[C@H](O)[C@@H](O)[C@@H]1O	x	5	-3	x	x	5	5	x	x
CCNC(=O)[C@H]1O[C@@H](n2cnc3c(N)ncnc32)[C@H](O)[C@@H]1O	2	4	-3	0.6	-3	2	2	-3	-3
CC(C)C12CN3CC(C(C)C)(CN(C1)C3c1cccnc1)C2=O (stereo not given)	-1	5	-1	-0.6	2	2	5	-4	-7
CCOc1cc2c(cc1OCC)-n1cccc1C(c1ccccc1OC)NC2 (stereo not given)	2	2	4	4.8	0	3	-1	4	6
CCN1C[C@]2(COC)CC[C@H](O)[C@@]34C5C[C@@H]6[C@@H](OC)C[C@@](O)(C5[C@H]6O)[C@](O)([C@@H](OC)C23)[C@@H]14 (stereo not given in full)	3	-1	0	-1.5	4	1	5	-1	1
COC(=O)C1=C(c2ccc(OCc3ccccc3)cc2)C[C@@H]2CC[C@H]1N2C(=O)NCCN1CCOCC1	x	7	0	x	x	5	2	x	x
OCCOc1ccccc1	0	-1	0	x	0	2	0	-1	-2
c1ccc([C@@H]2CO2)cc1	-3	-2	0	0.1	1	5	x	0	1
OC(Cc1ccccc1)(c1ccccc1)C1CN2CCC1CC2 (stereo not given)	8	-2	1	-1.2	4	-3	8	1	2
COc1ccc(-n2c(C)cc(C(=O)C[N+]34CCN(CC3)CC4)c2C)cc1	-15	4	-1	-0.3	-7	2	5	2	-6
COc1ccc(C(C)=O)cc1CC(C(=O)c1ccc(Br)cc1)N(C)C (stereo not given)	4	3	9	1.3	3	6	-2	2	7
COC(=O)C1=C(c2ccc(-c3ccccc3)c(F)c2)C[C@@H]2CC[C@H]1N2C(=O)NCc1ccco1	4	0	-2	x	1	7	0	x	4
CCc1ccc(N2C(=O)NC(=O)/C(=C\c3cc(C)n(-c4cc(C(=O)O)cc(C(=O)O)c4)c3C)C2=O)cc1	6	2	1	-2.0	-8	4	-2	0	9
COC(=O)C1=C(c2ccc(C(C)=O)cc2)C[C@@H]2CC[C@H]1N2C(=O)NC1CCCCC1	-3	5	0	x	3	2	7	x	-3
Cc1cccc(N2CCN(CCc3ccccc3)CC2)c1C	2	2	0	-2.1	-1	-4	-6	-1	1
O=c1c2ccccc2nc(-c2ccccc2F)n1-c1ccccc1	5	2	4	-4.4	-5	-5	-3	-3	4
CC1(C)C2([N+](=O)[O-])CN3CC1([N+](=O)[O-])CN(C2)C3c1ccccn1 (stereo not given)	-3	-2	-1	0.2	-5	-1	12	4	-1
Cc1[nH]c2ccccc2c1C(=O)C(=O)N1CCC2(CC1)OCCO2	3	3	0	-1.3	-2	1	3	4	0
C[C@]12C[C@H](O)[C@@H](O)CC1=CCC1C2CC[C@@]2(C)C1CC[C@@H]2O (stereo not given in full)	x	-1	-1	x	x	-6	1	x	x
O=C1NC(=O)C(=Cc2cc([N+](=O)[O-])ccc2N2CCCCC2)C(=O)N1	-2	2	-1	2.6	-6	-1	3	4	3
O=c1[nH]c(=O)n(C2CCCCCC2)c(O)c1C=NCC1CCCO1 (stereo not given)	-6	9	6	0.2	-1	0	-6	-2	-1
O=[N+]([O-])c1ccc2nc(N3CCNCC3)ccc2c1	7	3	-1	1.6	-4	1	x	0	3
CCCCn1c(=O)c(C(=O)NCc2ccncc2)c(O)c2ccccc21	0	-2	34	0.6	-3	0	2	3	-4

More records.
SMILES	MCL1-BIM inh	GLD-1 RNA inh	AHR activator	MEX-5 binding	PME-1 inh	pPAFAH inh	PAFAH1B2 FP inh	Fam108B inh	Bcl-xL primary
CN1C2CCC1CC(OC(=O)c1ccc([N+](=O)[O-])cc1)C2 (stereo not given)	5	-2	-2	0.3	-2	3	4	-2	0
O=C(c1ccc(CS(=O)(=O)c2ccccc2)o1)N1CCC2(CC1)OCCO2	18	-3	1	-3.8	-5	5	3	3	6
COc1cccc(C2CC3C(=O)C=CC2N3Cc2ccccc2)c1 (stereo not given)	3	7	0	-1.4	-5	-3	2	2	4
COc1ccc(F)cc1C(=O)C1CCCN(Cc2cnc(C)s2)C1 (stereo not given)	3	0	3	-2.0	3	-5	-6	-3	-3
O=C(CCC(=O)N1C[C@H]2C[C@@H](C1)c1cccc(=O)n1C2)NCc1ccc(F)cc1	-1	3	-1	x	-2	4	-1	x	6
CN1CCC(OC(=O)C2c3ccccc3Oc3ccccc32)CC1	2	6	2	1.4	-6	6	4	0	1
O=C(OC1CC2CCC(N2)C1C(=O)O)c1ccccc1 (stereo not given)	x	1	1	x	x	1	3	x	x
Cc1cc(OCC(=O)N2CCC(C(=O)O)CC2)c2c3c(c(=O)oc2c1)CCC3	0	2	-1	0.9	-1	0	0	1	-1
CC1(C)CN=C(NCc2ccccc2Cl)S1	-2	6	3	2.6	-3	2	1	-4	-1
O=C(Cn1ncc2c3ccccc3n(Cc3ccccc3F)c2c1=O)N1CCC2(CC1)OCCO2	0	8	2	1.9	5	14	1	-3	3
O=P1(NC2CCCC2)COc2ccccc2OC1	2	7	0	-1.2	-1	-3	1	-5	8
CN1CCN(C(=O)Cc2ccccc2)CC1	-5	-7	3	-2.5	6	-4	3	6	4
CC(C)C[C@H](NC(=O)[C@@H]1CCCN1C(=O)[C@@H](N)Cc1ccc(O)cc1)C(=O)NCC(N)=O	-7	0	-2	-0.5	0	-3	3	1	-6
C1=NCCc2c1[nH]c1ccccc21	4	-2	13	-0.8	-3	0	8	1	1
COC(=O)C1=C(c2ccc(OC(F)(F)F)cc2)C[C@@H]2CC[C@H]1N2C(=O)NCCO	9	-2	-2	x	-1	-1	7	x	5
CCN(CCNc1ccc([N+](=O)[O-])c2cccnc12)S(=O)(=O)c1ccc(Cl)cc1	-1	21	4	-0.7	-4	8	4	-1	3
COc1cccc(CCNCc2cccc(C(F)(F)F)c2)c1	-3	6	1	2.0	1	10	3	0	-1
CC(ON1CC1(C(F)(F)F)C(F)(F)F)(C(N)=O)C(N)=O (stereo not given)	6	6	19	-0.2	-2	4	7	9	4
